# Bioassay records: PubChem BioAssay, National Center for Advancing Translational Sciences (NCATS)
# FEN1 inh – blocks human flap endonuclease 1 | P39748 | Recombinant FEN1 flap cleavage, fluorescence, 15 min | 0.35% of 390,000 active | Potency, µM (top dose mostly 114 µM), for inactives: top-dose activity change, negative = inhibition, hits mostly inhibitors; further: nearly all actives have a fitted effect of over 65% in size
# Target sequence (P39748 whole entry, looked up): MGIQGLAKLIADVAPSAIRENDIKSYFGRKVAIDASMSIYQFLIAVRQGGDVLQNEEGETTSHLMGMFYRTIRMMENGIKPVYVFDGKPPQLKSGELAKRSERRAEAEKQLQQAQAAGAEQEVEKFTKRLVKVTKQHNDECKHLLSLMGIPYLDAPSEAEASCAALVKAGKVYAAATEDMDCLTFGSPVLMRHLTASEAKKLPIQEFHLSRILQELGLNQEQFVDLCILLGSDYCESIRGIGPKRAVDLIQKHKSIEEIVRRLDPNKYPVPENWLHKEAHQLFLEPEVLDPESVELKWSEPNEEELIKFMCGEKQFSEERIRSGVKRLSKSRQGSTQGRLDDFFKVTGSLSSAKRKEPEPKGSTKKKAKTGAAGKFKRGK
#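 Potency values derive from four-parameter Hill fits of normalized qHTS data. The reaction used 10 nM FEN1 preincubated 15 min at room temperature with compound, then 50 nM DNA substrate, read at 0 and 15 min.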
# TDP1 inh – blocks human tyrosyl-DNA phosphodiesterase 1 | recombinant TDP1, AlphaScreen DNA substrate cleavage | Potency, µM (highest dose often 130 µM), for inactives: at the top dose activity change, negative = inhibition, most hits filed as inhibitors | 0.28% of 350,000 active; further: nearly all actives have a fitted effect of over 40% in size
# Target sequence (Q9NUW8 whole entry, looked up): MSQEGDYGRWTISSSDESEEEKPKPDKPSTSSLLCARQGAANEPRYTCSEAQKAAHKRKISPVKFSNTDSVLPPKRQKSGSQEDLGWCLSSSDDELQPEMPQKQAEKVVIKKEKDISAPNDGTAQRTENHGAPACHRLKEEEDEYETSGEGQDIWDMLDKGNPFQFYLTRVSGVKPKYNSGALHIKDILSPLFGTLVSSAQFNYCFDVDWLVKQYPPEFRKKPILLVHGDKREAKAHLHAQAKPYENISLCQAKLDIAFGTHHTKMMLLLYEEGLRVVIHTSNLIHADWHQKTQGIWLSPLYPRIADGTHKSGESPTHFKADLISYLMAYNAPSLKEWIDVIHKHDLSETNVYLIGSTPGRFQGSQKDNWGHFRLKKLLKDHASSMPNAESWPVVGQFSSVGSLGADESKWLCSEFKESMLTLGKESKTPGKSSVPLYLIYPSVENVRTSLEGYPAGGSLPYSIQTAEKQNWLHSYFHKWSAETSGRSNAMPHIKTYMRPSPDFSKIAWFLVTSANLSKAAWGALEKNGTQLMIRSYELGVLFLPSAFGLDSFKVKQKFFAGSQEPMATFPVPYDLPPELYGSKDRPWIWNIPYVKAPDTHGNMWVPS
#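 Tdp1 1 nM final; 15 min RT w/ cpd; substrate 15 nM, 5 min; beads 10 ug/ml, 10 min; AlphaScreen read. Neg ctrl: no enzyme.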
# N370S GC mod – inhibitors or activators of N370S glucocerebrosidase for Gaucher disease. P04062. N370S GC spleen homogenate, 4MU-glucoside fluorescence. Potency, µM (doses to about 59.4 µM), for inactives: at the highest dose activity change, negative = inhibition, usual class: inhibitors. 0.092% of 330,000 active;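 further: 0% = full enzyme activity and -100% = no enzyme basal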
# The depositor's hits bear a star; ? = inconclusive; / = not tested or not shown; & = joins results of further samples; [ ] = another dose, or the depositor's remark. The call rests on the fitted dose curve; in most records, active means well fitted curve in the direction sought with a large enough effect; inconclusive means small, poorly fitted or top-dose-only effect, or another doubt; inactive means no such curve, though single readings can be large; an effect the other way counts as inactive or inconclusive. Unless noted, on the % scale 0 is the no-effect control and ±100 the full control effect; potency means the concentration at half of the fitted maximal effect.
# Below each compound: FEN1 inh	TDP1 inh	N370S GC mod
- CC(=O)c1cccc(NC(=O)Cn2c(-c3cncs3)nc3ccccc32)c1
→ -34%	-1%[12.3 µM]	/
- COc1ccc(C)cc1N(CC(=O)NC1CCCC1)C(=O)CCC(=O)Nc1cc(C)on1
→ 4%	1%	-29%
- O=C(c1ccco1)N1CCN(Cc2cccc3ccccc23)CC1
→ -16%	4%[0.0935 µM]	-7%
- O=C(Nc1ccc2[nH]c(=O)[nH]c2c1)c1ccc(Br)o1
→ 13%	3%	-13%
- CN(CC(=O)Nc1cccc(F)c1)C(=O)C1CSC2(C)CCC(=O)N12 (stereo not given)
→ 3%	-2%	-2%
- CCCN(CCC)C1=CC(=[N+]2CCCC2)CC(C)(C)C1
→ 0%	1%	-3%
- O=C(Nc1nc(-c2cccs2)cs1)c1ccc(S(=O)(=O)N2CCCCC2)cc1
→ 6%	-7%	12%
- Fc1ccccc1/C=C1\CCCC2=C1Nc1ncnn1C2c1ccccc1F (stereo not given)
→ /	6%	-2%
- NC1=C(c2ccc([N+](=O)[O-])cc2)C(=O)CO1
→ 4%	4%	6%
- Fc1cccc(/C=N/NC(=S)Nc2ccccc2Cl)c1
→ -2%	8%	-9%
- Cc1ccc(NC(=O)C(=Cc2ccc(C(=O)O)cc2)C(=O)Nc2ccc(C)cc2C)c(C)c1
→ -2%	3%	11%
- O=C(COc1coc(CN2CCN(c3ccccc3)CC2)cc1=O)Nc1ccccc1F
→ 1%	-13%	1%
- COC(=O)c1ccc(NC(=O)Nc2cccc(F)c2)cc1
→ -7%	0%	3%
- CCCn1c2ccccc2c2cnn(CC(=O)Nc3cc(C)c(Cl)cc3OC)c(=O)c21
→ 15%	0%	/
- CCOC(=O)C1CCCN(C(=O)C(=O)Nc2ccc3nc4n(c(=O)c3c2)CCCCC4)C1 (stereo not given)
→ 20%	/	-11%
- CCCN(CCC)CCCNC(=O)Cn1ncc2c3ccccc3n(Cc3ccccc3)c2c1=O
→ -4%	8%	/
- CCC(c1nc2ccccc2c(=O)n1CCCn1ccnc1)N1C(=O)c2ccccc2C1=O (stereo not given)
→ 2%	8%	?
- COc1ccc(C2CC(=O)c3c(O)cc(OC4OC(COC5OC(C)C(O)C(O)C5O)C(O)C(O)C4O)cc3O2)cc1O (stereo not given)
→ /	?	-6%
- Cc1ccc(C(=O)Nc2ccc3c(c2)OCO3)cc1S(=O)(=O)N1CCCC1
→ -21%	2%	6%
- COc1ccc(Cn2c(SCC(=O)Nc3ccc(OC)cc3)nc3ccccc32)cc1
→ 1%	4%	/
- O=C(COC(=O)c1c(F)cccc1Cl)NC(=O)Nc1ccc2c(c1)OCCO2
→ -4%	0%	/
- Cc1ccc(/C=C2\S/C(=N/S(=O)(=O)c3cccs3)NC2=O)cc1
→ ?	7%	?
- CCN(CC(=O)NC(C)(C)C)C(=O)C(c1ccccc1)c1ccccc1
→ 9%	2%	-12%
- CC1(C)CC(=O)C(CS(=O)(=O)c2ccccc2)=C(Cl)C1
→ 9%	1%	-22%
- Cc1cc(S(=O)(=O)Nc2nc(CN3CCOCC3)nc3sc4c(c23)CCC4)cc(C)c1C
→ -14%	-12%	8%
- CCOC(=O)c1[nH]c(Cc2[nH]c(C(=O)OCC)c(C)c2CCC(=O)OC)c(CCC(=O)OC)c1C
→ -26%	8%	4%
- O=C(Cc1cccs1)Nc1ccccc1C(=O)O
→ 0%	0%	2%
- COc1ccc(S(=O)(=O)N2CCN(CCOc3ccc(Br)cc3)CC2)cc1OC
→ -23%	1%	/
- Fc1ccc(Nc2ncnc3sc4c(c23)CCC4)cc1F
→ 2%	-3%	8%
- CC(C)C(=O)Nc1nnn(C)n1
→ 1%	2%	-28%

# Next section; it opens with the 4 that closed the last part.
# Below each compound: FEN1 inh	TDP1 inh	N370S GC mod
- O=C(Cc1cccs1)Nc1ccccc1C(=O)O
→ 0%	0%	2%
- COc1ccc(S(=O)(=O)N2CCN(CCOc3ccc(Br)cc3)CC2)cc1OC
→ -23%	1%	/
- Fc1ccc(Nc2ncnc3sc4c(c23)CCC4)cc1F
→ 2%	-3%	8%
- CC(C)C(=O)Nc1nnn(C)n1
→ 1%	2%	-28%
- CC(=O)Nc1ccc(Oc2ccc3c(c2)C(=O)NC3=O)cc1
→ 8%	4%	-7%
- CC(C(=O)OCC(=O)c1ccc([N+](=O)[O-])cc1)N1C(=O)C2C3CCC(C3)C2C1=O (stereo not given)
→ 12%	-1%	8%
- CN(C)C(/C=C/Nc1ccc(O)cc1)=C(C#N)C#N
→ -1%	-9%	-4%
- CC1CCN(CC(=O)Nc2sc3c(c2C#N)CCC3)CC1
→ -6%	5%	-5%
- CCC(CC)C(=O)Nc1cccc(/C(C)=N/NC(=O)c2ccccc2Cl)c1
→ -9%	-2%	3%
- CC(C)CNC(=O)C(=O)NCCC1CCCCN1S(=O)(=O)c1cccs1 (stereo not given)
→ -3%	0%	-4%
- CN1C(=O)/C(=C2\SC(=S)N(NC(=O)c3cccnc3)C2=O)c2ccccc21
→ -13%	/	-4%
- C/C(=C\C(=O)c1ccncc1)Nc1ccccc1O
→ -5%	4%	-3%
- COc1cc(C)ccc1OCCOc1c(C)cccc1Cl
→ -1%	-4%	5%
- Cc1ccc(S(=O)(=O)N2CCOCC2)cc1C(=O)NC(=S)N1CC(C)OC(C)C1 (stereo not given)
→ 0%	/	5%

# Among those listed so far, these contain a COOH group.
# Below each compound: FEN1 inh	TDP1 inh	N370S GC mod
- Cc1ccc(NC(=O)C(=Cc2ccc(C(=O)O)cc2)C(=O)Nc2ccc(C)cc2C)c(C)c1
→ -2%	3%	11%
- O=C(Cc1cccs1)Nc1ccccc1C(=O)O
→ 0%	0%	2%

# Continuation:
# Below each compound: FEN1 inh	TDP1 inh	N370S GC mod
- Cc1ccc(NC(=O)c2oc3ccccc3c2NC(=O)C2CCCO2)cc1C (stereo not given)
→ -21%	4%	21%
- CCC(=O)N1c2ccc(S(=O)(=O)CCC(=O)N3CCN(c4ccc(F)cc4)CC3)cc2CC1C (stereo not given)
→ 15%	5%	/
- CCSC1=NCCN1S(=O)(=O)c1ccc(NC(C)=O)cc1
→ -3%	0%	?
- CC1=CC(=O)CC(C)(C)C1(O)/C=C/C(C)=C\C(=O)O (stereo not given)
→ /	7%	-1%&-5%&1%
- CCOC(=O)CSc1ncnc2c1cnn2-c1ccccc1
→ -6%	-3%	-3%
- Cc1cc(C)cc(-n2c(SCC(=O)Nc3ccccc3)nc3c(oc4ccccc43)c2=O)c1
→ 2%	3%	/
- COc1cc(NC(=O)c2ccco2)c(C(=O)OCC(=O)Nc2ncc(Cl)cc2Cl)cc1OC
→ 9%	-2%	2%
- Cc1cc(/C=N/NC(=O)c2cccs2)c(C)n1-c1ccccc1
→ 11%	8%	3%
- CCN(CC)CCN(C(=O)Cn1nnc(-c2ccc(C)o2)n1)C(C(=O)NC(C)(C)C)c1cccs1 (stereo not given)
→ 0%	5%	3%
- CN(C)S(=O)(=O)N1CCC(Cc2ccccc2)CC1
→ 0%	1%	-8%
- Cc1ccccc1C(=O)NCCNC(=O)c1cnccn1
→ 2%	/	3%
- COCc1cc(=O)[nH]c(SCCS(=O)(=O)c2ccc(C)cc2)n1
→ 2%	6%	12%
- CCCc1cc(=O)oc2cc(O[C@@H]3O[C@H](CO)[C@@H](O)[C@H](O)[C@H]3O)ccc12
→ 4%	/	10%
- O=C(CN1C(=O)NC2(CCCCCC2)C1=O)c1ccccc1
→ -16%	2%	-1%
- COc1cc(C(=O)N2CCN(c3ccccc3)CC2)c([N+](=O)[O-])cc1OC
→ 1%	0%	-1%
- CCc1ccc(-n2nnc(-c3nc(-c4cccs4)no3)c2N)cc1
→ 18%	3%	/
- C(=N\NC1=Nc2cccc3cccc1c23)/c1ccccn1
→ ?	11%	-4%
- O=C(NC1CCCC1)C(c1ccccc1)N(C(=O)c1ccco1)C1CCCC1 (stereo not given)
→ -9%	-8%	-5%
- CN(C)c1ccc(CN2CCCC(O)C2)cc1 (stereo not given)
→ 2%	-3%	10%
- Nc1nc(SCc2nc(-c3ccccc3)no2)[nH]c(=O)c1-c1ccccc1
→ -2%	2%	?

# Going on with the list:
molecule | FEN1 inh | TDP1 inh | N370S GC mod
CCCCCCc1ccc(N2C[C@H](CCCCC)[C@@H](CC(=O)NCc3ccccc3)C2=O)cc1 | -27%&-9% | / | -11%
Cc1ccccc1CSc1nc2ccsc2c(=O)n1CCC(C)C | -20% | 7% | /
CCC1=C2CC[C@H]3C(=O)N(CC(=O)OC)C(=O)[C@H]3[C@H]2[C@@]2(C)C(=NCCc3c[nH]c4ccccc34)OC(=O)N2C1=O | / | 6% | -9%
Cn1c(N)c(C(=O)c2cc(-c3ccccc3)nc3ccccc23)c(=O)n(C)c1=O | 0% | 7% | 1%
Cc1cc(C)cc(NC(=O)C(c2ccccc2)N2CCCC2)c1 (stereo not given) | -8% | 4% | 2%
CC1(C(=O)N2CCC(CC3CC(c4cccc(Br)c4)=NO3)(C(=O)NCC3CCCCC3)CC2)CC1 (stereo not given) | 11% | / | 0%
C[C@@H]1COC(=O)[C@@H](Cc2ccc(F)cc2)C/C=C\C[C@H](CC(=O)N(CCO)Cc2ccccc2)C(=O)N1 | -8% | -7% | /
COc1ccc(Br)cc1/C=N/n1c(-c2ccccc2)n[nH]c1=S | -6% | / | 10%
C/C(N)=C(/C#N)C(=O)COC(=O)Cc1coc2ccc3ccccc3c12 | 9% | 5% | 8%
COc1ccccc1CNC(=O)CCCN1C(=O)COc2ccc(C)cc21 | -13% | 2% | 4%
CC(C)CNS(=O)(=O)c1ccc(CCC(=O)Nc2ccc3c(c2)OCO3)cc1 | -13% | 0% | 0%
Cc1ccc(S(=O)(=O)/C(C#N)=C/c2c(N3CCCCC3)nc3ccccn3c2=O)cc1 | -5% | 8% | ?
N#Cc1ccc(CSc2nc3c(c(=O)[nH]2)CCC3)cc1 | -2% | 9% | /
CCOC(=O)CC(=O)CSc1nc2c(cc1C#N)CCCCC2 | -22% | 2% | 9%
Cc1ccc([N+](=O)[O-])c(OCCN2CCC(Cc3ccccc3)CC2)c1 | -17% | -3% | -8%
Cn1c(=O)cc(OCC(=O)NCCCN2CCN(c3cccc(Cl)c3)CC2)c2ccccc21 | -5% | 5% | -2%
Cc1csc(NC(=O)c2cccnc2)n1 | -15% | / | -11%
Cc1ccccc1-n1nnnc1SCCCC(=O)c1ccc(F)cc1 | -9% | ? | -2%
COc1cc(C(=O)N(Cc2ccc(C(C)C)cc2)C2CCS(=O)(=O)C2)cc(OC)c1OC (stereo not given) | -10% | 3% | /
COc1ccc(NC(=O)c2oc3ccccc3c2NC(=O)COc2ccccc2OC)c(OC)c1 | 2% | 2% | 3%
CCOC(=O)CN(C(=O)COc1ccc2c(C)cc(=O)oc2c1)c1ccc(OCC)cc1 | -21% | 5% | 0%
O=c1[nH]c(Cc2ccc(F)cc2)nc2scc(-c3ccc(F)cc3)c12 | 6% | 4% | 5%
CCCCCN(C(=O)CCC(=O)OCC(=O)N1CCCC(C)C1)c1c(N)n(CCCC)c(=O)[nH]c1=O (stereo not given) | 1% | 2% | -10%
CC1(C)NC(=O)N(CC(O)CN2C(=O)CCC2=O)C1=O (stereo not given) | 8% | 2% | -25%
S=C1NC2=C(CCCC2=C2SCCCS2)C(c2ccccc2)N1 (stereo not given) | -3% | 5% | 5%
Nc1cc(N)nc(SCCOc2ccccc2F)n1 | -3% | 4% | -1%
COc1ccc(N(C)C(=O)c2cc3c(s2)-c2ccc(Cl)cc2S(=O)(=O)C3)c(OC)c1 | -16% | 2% | 0%
CS(=O)(=O)c1ccc(Cl)c(NC(=O)CN2CCN(C(=O)c3cccs3)CC2)c1 | 14% | 1% | /
COc1cccc(NS(=O)(=O)c2c(C)n(C)c(=O)n(C)c2=O)c1 | 4% | 9% | 0%
COc1ccc(/C=C/C(=O)Nc2cccc(F)c2)cc1 | -24% | -11%[12.3 µM] | /

# Results in TDP1 inh and N370S GC mod (two entries from above):
smiles	TDP1 inh	N370S GC mod
CCc1ccc(-n2nnc(-c3nc(-c4cccs4)no3)c2N)cc1	3%	/
C(=N\NC1=Nc2cccc3cccc1c23)/c1ccccn1	11%	-4%

# Next results follow:
molecule | FEN1 inh | TDP1 inh | N370S GC mod
O=C(c1cc(COc2ccc(F)cc2Cl)on1)N1CCCCCC1 | -4% | -7% | -6%
CC1CCC/C=C/C(=O)c2c(O)cc(O)cc2CC(=O)O1 (stereo not given) | 0% | / | -6%
C/C=C(/CC[C@@H](C)[C@H]1CCC2C3=CC[C@H]4[C@H](C)[C@@H](O)CC[C@]4(C)C3CC[C@@]21C)C(C)C (stereo not given in full) | / | -7% | 15%
CC1CCCC(C)N1C(=O)CNCc1ccc2c(c1)OCO2 (stereo not given) | 8% | / | 0%
Cc1ccc(Cl)cc1NC(=O)C(=O)N/N=C/c1ccc2c(c1)OCO2 | 2% | 5% | 3%
O=C1c2ccccc2C(=O)C1(c1ccccc1)N1CCN(c2cccc(C(F)(F)F)c2)CC1 | -6% | 8% | /
CC[C@]12c3[nH]c4ccccc4c3CCN1C(=O)C(CC(=O)NCc1cccc(C(F)(F)F)c1)C[C@@H]2C(=O)N1CCN(C(=O)c2ccco2)CC1 (stereo not given in full) | -12% | 3% | /
